M1AAP inhibition – P. falciparum M1AAP inhibitors, biochemical, fluorogenic H-Leu-NHMec substrate, 1536-well (AID 1445). recombinant M1AAP, H-Leu-NHMec fluorogenic kinetic assay; higher % means a stronger effect. hit rate 0.42% among 220,000. one-dose inhibition, % at 30 µM; IC50 in µM for titrated hits;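 active means primary inhibition above the hit cutoff, then over 50% inhibition at one or more dose response concentrations, cut at about 23% in these data, passing the limit was not always enough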;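 further: plate controls were DMSO full reaction for no effect and no enzyme background for full effect; strong numbers were not always called active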
AID2073 – disruptors of CaV2.2 binding to Mint1 – biochemical, HTRF (AID 2073); HTRF protein-protein interaction, Mint1-CaV2.2; higher % means a stronger effect; one-dose inhibition, % at 20 µM; IC50 in µM for titrated hits; hit rate 0.19% among 290,000; in the data active means inhibition mostly above about 51%, no sharp cut-off; further: some results filed as inactive read as strong as hits
P. falciparum M17LAP – P. falciparum M17LAP inhibitors, primary screen, biochemical, fluorogenic H-Leu-NHMec substrate, 1536-well (AID 1619). recombinant M17LAP, H-Leu-NHMec fluorogenic kinetic assay; higher % means a stronger effect. one-dose inhibition, % at 30 µM; IC50 in µM for titrated hits. hit rate 0.38% among 220,000;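 active means compound inhibiting the enzyme by more than half at any dose during confirmatory dose-response retesting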;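 further: plate controls were full reaction with DMSO carrier for no effect and no enzyme background for full effect; strong numbers were not always called active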
NOD1 inhibition – NOD1 signaling inhibitors, primary screen, cell-based, luminescence, uHTS (AID 1578). NOD1-driven NF-kB luciferase reporter cells, luminescence; higher % means a stronger effect. hit rate 1% among 290,000. one-dose inhibition, % at 4 µM; EC50 in µM for titrated hits; in the data active means inhibition mostly above about 36%, no sharp cut-off; inactive means mostly below about 34%;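 further: HEK-293T reporter cells stimulated with the NOD1 agonist gamma-tri-DAP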
NOD2 inhibition – NOD2 signaling inhibitors, cell-based, luminescence, uHTS, HEK293 (AID 1566). hit rate 0.63% among 290,000. HEK293 NOD2/NF-kB luciferase reporter, luminescence; higher % means a stronger effect. inhibition, % at 4 µM; hits with a dose series show EC50 in µM; further: many of its hits are not listed in these tables
KOR beta-arrestin-1 – KOR antagonists, beta-arrestin recruitment, cell-based, luminescence, uHTS (AID 1778) | inhibition, % at 10 µM; hits with a dose series show IC50 in µM | KOR beta-arrestin recruitment, luminescence, antagonist mode; higher % means a stronger effect | hit rate 0.091% among 290,000; further: strong numbers were not always called active
GPR55 beta-arrestin – GPR55 agonists via beta-arrestin recruitment, primary screen, imaging, U2OS cells, beta-arrestin-GFP redistribution (AID 1961) | U2OS GPR55 beta-arrestin-GFP redistribution imaging; higher % means a stronger effect | one-dose activation, % at 10 µM; EC50 in µM for titrated hits | hit rate 0.048% among 290,000;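 active means activation above 40% with more than 50 cells counted in the well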;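 further: U2OS osteosarcoma cells stably expressing GPR55 and beta-arrestin-GFP; plate controls were DMSO negative control for no effect and LPI positive control for full effect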
Dynein cargo inh – dynein cargo transport inhibition; 3617.4 mouse cells, GR-EGFP nuclear translocation imaging; test concentration mostly 20 µM; stimulated with dexamethasone, 1 µM; active compounds read low; z-score, hits read low; hit rate 0.47% among 220,000; AID 1381;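 active means plate z-score of nuclear minus cytoplasmic receptor signal below a set negative limit, without overly bright fluorescence or cell loss, cut at about -3.5 in these data, passing the limit was not always enough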;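 further: z-score of nuclear minus cytoplasmic ring GR-EGFP intensity difference per well; some compounds called inactive have numbers as strong as hits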
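Buffer or medium: Induction medium lacking tetracycline, stripped serum | Also added: Dexamethasone agonist, 1.0 µM final, for 30 min | Timing: 48 h induction, 1 h compound, 30 min dex at 37 °C | Detection: Formaldehyde fixation, Hoechst nuclear stain, 10x automated fluorescence imaging | Measure: Nuclear versus cytoplasmic GR-EGFP signal, averaged per well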
KOR beta-arrestin-2 – KOR agonists, beta-arrestin recruitment, primary screen, cell-based, luminescence, uHTS (AID 1777) | KOR beta-arrestin recruitment, luminescence; higher % means a stronger effect | one-dose activation, % at 10 µM; EC50 in µM for titrated hits | hit rate 0.02% among 280,000; in the data active means activation above about 50%, passing the limit was not always enough; further: a part of the inactive calls stands beside numbers as strong as those of hits
Dynein cargo inh cytoplasmic EGFP – recorded beside Dynein cargo inh, whose call it bears; z-score; measured here: cytoplasmic GR-EGFP intensity; active compounds read high
Dynein cargo inh nuclear GR-EGFP – also measured in Dynein cargo inh; calls as there; z-score; measured here: nuclear GR-EGFP intensity;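 lower value marks the stronger effect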
Dynein cargo inh cell count – second read-out of Dynein cargo inh, no call of its own (marks repeat the call); z-score; measured here: cell count per field
The depositor's hits bear a star; · = no result given; [ ] = remark or other dose. Unless noted, no stated cut-off is given here; in the data, active means inhibition above about 50%; inactive means the rest.

No.	structure	M1AAP inhibition	AID2073	P. falciparum M17LAP	NOD1 inhibition	NOD2 inhibition	KOR beta-arrestin-1	GPR55 beta-arrestin	Dynein cargo inh	Dynein cargo inh cytoplasmic EGFP	Dynein cargo inh nuclear GR-EGFP	Dynein cargo inh cell count	KOR beta-arrestin-2
1	C=CCNC(=O)COC(=O)c1cc(S(=O)(=O)N2CCOCC2)ccc1N1CCCCC1	1%	16%	5%	4%	-4%	-2%	-0.1%	-0.79	-0.25	-0.26	0.23	3.3%
2	FC(F)(F)c1cccc(N2CCN(C3CC4CCC3C4)CC2)c1 (centres undefined)	·	4%	·	-24%	-23%	-13%	-0.2%	·	·	·	·	1.0%
3	Cc1cc2oc(=O)cc(CN3CCN(Cc4ccc5c(c4)OCO5)CC3)c2cc1C	3%	12%	8%	-34%	-10%	24%	0.1%	-0.19	-0.22	-0.73	0.49	4.7%
4	Cc1ccc2c(c1)=C(c1ccccc1)N(O)CC(=O)N=2	·	8%	·	-4%	-3%	-12%	0.3%	·	·	·	·	8.3%
5	O=c1[nH]c2sc3c(c2c(=O)n1Cc1ccccc1)CCC3	18%	1%	-10%	-20%	0%	-13%	0.1%	-0.79	-0.36	-0.069	0.27	0.3%
6	C/C(=N\NS(=O)(=O)c1ccc(C(C)(C)C)cc1)c1ccccc1	·	-4%	·	-7%	9%	-8%	-0.2%	·	·	·	·	8.4%
7	CCNC(=O)CCSc1nc2cc(Cl)ccc2o1	-2%	1%	-1%	-22%	-8%	-36%	0.2%	-0.97	-0.024	-0.15	-0.56	-2.4%
8	COc1ccccc1Oc1nc2ccccn2c(=O)c1/C=C(\C#N)C(=O)Nc1c(C)n(C)n(-c2ccccc2)c1=O	10%	11%	11%	-12%	12%	-6%	-0.1%	0.82	-0.22	0.3	-1.2	1.4%
9	CCOC(=O)c1sc(-c2ccccc2)cc1NC(=O)Nc1ccccc1	0%	25%	0%	-25%	-38%	18%	-0.1%	0.62	-0.28	0.48	0.36	9.7%
10	COc1ccc(C2(c3ccc(OC)cc3)NC(=O)N(CC(=O)N(C)C)C2=O)cc1	·	-2%	·	-33%	7%	-25%	0.3%	·	·	·	·	1.9%
11	CN(CCOc1ccc(Cl)cc1)CC(O)c1ccccc1 (centres undefined)	·	20%	·	12%	-34%	-8%	0.0%	·	·	·	·	4.9%
12	O=C(Nc1nc2ccccc2[nH]1)c1ccc(Cl)c(S(=O)(=O)N2CCCC2)c1	-8%	25%	7%	-2%	-28%	12%	-0.1%	-0.83	-0.092	-0.57	0.42	-2.9%
13	CCOC(=O)c1cc(C#N)c(N2CCN(C(=O)c3ccccc3)CC2)nc1C(F)(F)F	10%	0%	-3%	-6%	9%	2%	0.2%	0.8	-0.25	0.18	-0.71	4.3%
14	C=CCNc1ncnc2c1[nH]c1ccc(Cl)cc12	2%	12%	24%	34%	-14%	8%	0.0%	-0.31	-0.23	-0.067	0.64	-1.1%
15	Cc1cc(S(=O)(=O)NCc2ccc(S(N)(=O)=O)cc2)c(C)s1	12%	0%	-7%	-14%	8%	16%	0.0%	3.4	-0.19	1.5	-1.4	-1.6%

A second format for part of the listing above:
Under each structure – M1AAP inhibition | AID2073 | P. falciparum M17LAP | NOD1 inhibition | NOD2 inhibition | KOR beta-arrestin-1 | GPR55 beta-arrestin | Dynein cargo inh | Dynein cargo inh cytoplasmic EGFP | Dynein cargo inh nuclear GR-EGFP | Dynein cargo inh cell count | KOR beta-arrestin-2
6: C/C(=N\NS(=O)(=O)c1ccc(C(C)(C)C)cc1)c1ccccc1
 : · | -4% | · | -7% | 9% | -8% | -0.2% | · | · | · | · | 8.4%
7: CCNC(=O)CCSc1nc2cc(Cl)ccc2o1
 : -2% | 1% | -1% | -22% | -8% | -36% | 0.2% | -0.97 | -0.024 | -0.15 | -0.56 | -2.4%
8: COc1ccccc1Oc1nc2ccccn2c(=O)c1/C=C(\C#N)C(=O)Nc1c(C)n(C)n(-c2ccccc2)c1=O
 : 10% | 11% | 11% | -12% | 12% | -6% | -0.1% | 0.82 | -0.22 | 0.3 | -1.2 | 1.4%
9: CCOC(=O)c1sc(-c2ccccc2)cc1NC(=O)Nc1ccccc1
 : 0% | 25% | 0% | -25% | -38% | 18% | -0.1% | 0.62 | -0.28 | 0.48 | 0.36 | 9.7%
10: COc1ccc(C2(c3ccc(OC)cc3)NC(=O)N(CC(=O)N(C)C)C2=O)cc1
 : · | -2% | · | -33% | 7% | -25% | 0.3% | · | · | · | · | 1.9%
11: CN(CCOc1ccc(Cl)cc1)CC(O)c1ccccc1 (centres undefined)
 : · | 20% | · | 12% | -34% | -8% | 0.0% | · | · | · | · | 4.9%

(cont.)
No.	structure	M1AAP inhibition	AID2073	P. falciparum M17LAP	NOD1 inhibition	NOD2 inhibition	KOR beta-arrestin-1	GPR55 beta-arrestin	Dynein cargo inh	Dynein cargo inh cytoplasmic EGFP	Dynein cargo inh nuclear GR-EGFP	Dynein cargo inh cell count	KOR beta-arrestin-2
16	CC1(C(=O)NNC(=S)NCC2CCCO2)CC1(Cl)Cl (centres undefined)	·	-17%	·	-11%	3%	-3%	0.4%	·	·	·	·	-2.4%
17	CC(NC(=O)c1ccccc1O)c1ccccc1 (centres undefined)	3%	-2%	2%	13%	11%	32%	-0.1%	-0.56	0.14	0.023	0.067	-2.1%
18	Clc1ccc(SCc2cn3cccnc3n2)cc1	14%	1%	-5%	-50%	-5%	-16%	-0.1%	-0.65	-0.16	-0.48	0.28	2.8%
19	O=S(=O)(NCc1ccc(Cl)cc1)NCc1ccccc1F	9%	-2%	-12%	-45%	-13%	-22%	0.3%	-0.51	-0.078	-0.2	0.63	0.0%
20	COc1cccc(C(=O)Nc2ccccc2OC(F)(F)F)c1	2%	-9%	5%	4%	28%	17%[20 µM]	-0.1%	1.2	-0.26	0.88	-0.91	·
21	O=[N+]([O-])c1ccc(O)c(-c2nc(-c3ccccc3)c(-c3cccs3)[nH]2)c1	-5%	11%	-3%	81%*	37%	-12%	-0.1%	2.8	-0.16	1.6	-1.7	-2.4%
22	N#Cc1ccc(-n2c(-c3ccccc3)nnc2-c2ccccc2)cc1C#N	2%	15%	-1%	42%*	2%	-15%	1.1%	-0.78	-0.22	-0.14	-0.62	-4.8%
23	CN(Cc1ccccn1)Cc1cn(Cc2ccccc2)nc1-c1ccc2c(c1)OCO2	-4%	-8%	-5%	-10%	14%	-46%[20 µM]	-0.1%	0.53	0.75	0.045	-0.15	-3.3%
24	O=C(c1cc2cc(Cl)cc(Cl)c2oc1=O)N1CCOCC1	14%	27%	6%	11%	3%	7%	0.1%	0.63	-0.22	0.33	0.83	0.0%
25	Cc1ccc(NC(=O)N2CCc3ccccc32)cc1	1%	9%	9%	-42%	-155%	39%	-0.1%	-0.16	-0.24	-0.28	0.47	0.7%
26	CCOc1ccccc1N1CCN(C(=O)c2ccc3[nH]c4c(c3c2)CCCC4)CC1	5%	6%	-2%	-32%	-7%	13%	-0.1%	-0.13	-0.21	0.19	0.21	0.3%
27	COC(=O)c1ccc(CN2CCN(Cc3ccc(F)cc3)C(CCO)C2)cc1 (centres undefined)	-6%	9%	-9%	-19%	1%	-20%	-0.2%	-0.66	-0.24	-0.1	0.17	-7.0%
28	O=C(c1ccc(F)cc1)N1CCN(c2ccccn2)CC1	·	6%	·	-17%	10%	15%[20 µM]	0.4%	·	·	·	·	-2.8%
29	COc1ccc(Oc2ccc(N/C=C3/CCCC3=O)cc2)cc1	4%	0%	12%	-36%	5%	-6%	0.0%	-0.31	-0.29	-0.41	0.37	5.6%
30	COc1ccc(-c2noc(CN3CCN(c4ccccc4)CC3)n2)cc1	4%	10%	2%	16%	18%	34%	-0.1%	0.64	-0.31	0.65	0.47	-2.7%
31	O=C(CCC(=O)OCCCC(F)(F)C(F)(F)F)Nc1ccccc1	-1%	-12%	-2%	10%	13%	23%	-0.1%	-0.34	-0.22	-0.23	0.44	5.4%
32	O=C(CCCc1ccccc1)Nc1ccccc1C(F)(F)F	·	-5%	·	-12%	-8%	-40%[20 µM]	-0.2%	·	·	·	·	-2.8%
33	C=C(Br)Cn1c(CC)nc2ccccc21	-10%	7%	-5%	-23%	7%	4%	-0.1%	0.53	-0.22	1.1	-0.29	-0.7%
34	O=C(O)c1ccccc1C(=O)NCCCn1ccnc1	·	16%	·	-14%	4%	-6%[20 µM]	-0.1%	·	·	·	·	·
35	C=CCn1c(N2CCCCCC2)nc2c1c(=O)n(C)c(=O)n2C	-2%	-8%	0%	0%	12%	-17%	0.1%	-0.9	-0.021	-0.63	0.26	-9.5%
36	CC(C)CNC(=O)NC(=O)COC(=O)c1cc([N+](=O)[O-])ccc1NCc1ccccc1Cl	-2%	7%	-6%	-15%	12%	-52%[20 µM]	0.1%	0.12	-0.15	0.35	-1.4	0.3%
37	O=C(CCNS(=O)(=O)c1ccccc1)N1CCN(c2ccccc2)CC1	·	-6%	·	-55%	-16%	-3%	-0.1%	·	·	·	·	3.8%

These rows are one share of the data, so the mix of outcomes need not match the whole.
